TAAR1 antag: human TAAR1 antagonism; 1.5% of 360,000 active; inhibition, % at 3 µM; CHO RD-HGA16 TAAR1, Fluo-8 calcium fluorescence, antagonist;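 active means inhibition above a per-plate cutoff, the mean inhibition of test compounds on that plate plus 3 SD, cut at about 49% in these data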;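 further: 0% = DMSO plus EC80 beta-PEA response and 100% = DMSO alone without agonist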
Target sequence (Q96RJ0 whole entry, looked up): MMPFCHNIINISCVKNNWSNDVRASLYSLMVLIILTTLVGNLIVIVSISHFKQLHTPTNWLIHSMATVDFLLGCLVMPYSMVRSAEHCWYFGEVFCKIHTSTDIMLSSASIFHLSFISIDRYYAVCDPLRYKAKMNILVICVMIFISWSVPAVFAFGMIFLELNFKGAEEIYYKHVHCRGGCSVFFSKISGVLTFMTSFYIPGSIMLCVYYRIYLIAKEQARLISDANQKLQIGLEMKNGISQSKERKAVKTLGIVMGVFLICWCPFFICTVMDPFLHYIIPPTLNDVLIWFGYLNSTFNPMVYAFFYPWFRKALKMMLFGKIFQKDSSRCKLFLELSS
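System: CHO RD-HGA16 cells bearing hTAAR1. Reagent: EC80 β-phenethylamine stimulus. Schedule: seeding 17-24 h prior, 75-min 37 °C, 30-min RT dye loading. Signal: Fluo-8 intracellular calcium dye fluorescence, real-time kinetic reads. Read-out: % inhibition from peak post-agonist over basal fluorescence ratio. Benchmarks: vehicle wells and EC80 agonist wells. Replicates: n of 1.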
CRFBP-R2 agonist: CRF-BP/CRF-R2 complex agonism. HEK293 CRF-R2/CRF-BP, calcium dye fluorescence (FLIPR); percent of saturating CRF peptide response. activation, % at 13.2 µM. 0.46% of 350,000 active. AID 588473;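 active means activation of at least 50%, plus an integration ratio under a set limit after plate pattern correction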;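 further: plate controls were neutral control wells without compound for no effect and CRF at EC100 for full effect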
M4 PAM: CHRM4 positive allosteric modulation. P08173. CHO-K1 hM4/Gqi5, Fluo-8 calcium fluorescence, ACh EC20; 0% = ACh EC20, 100% = maximal ACh. activation, % at 3 µM. 0.4% of 360,000 active;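 active means activation above its plate's cutoff, the mean activation of sample wells plus 3 SD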; further: some results filed as inactive read as strong as hits
TAAR1 ag: agonists of human TAAR1; AID 624467; activation, % at 3 µM; 0.99% of 360,000 active; Q96RJ0; CHO RD-HGA16 TAAR1, Fluo-8 calcium fluorescence; vehicle wells 0%, saturating PEA agonist 100%;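 active means activation above the mean activation of all test compounds in the run plus 3 SD, cut at about 38% in these data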
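Repeats: no replicates (n 1) | Material: CHO-derived RD-HGA16 cells with stable Gα16 and human TAAR1 | Technique: Kinetic Fluo-8 calcium fluorescence | Schedule: 17-24 h seeding, 75 min 37 °C dye, 30 min RT | Evaluation: % activation from peak over basal fluorescence ratio, DMSO-to-PEA scaled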
CHRM5 PAM: positive allosteric modulators of human muscarinic M5 receptor | P08912 | CHO-K1 hM5, Fluo-8 calcium, ACh EC20 PAM; 0% = ACh EC20, 100% = ACh EC100 | activation, % at 3 µM | 0.3% of 360,000 active | AID 624038;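 active means activation above the run cutoff, the mean activation of all test compounds plus 3 SD, cut at about 18% in these data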
Target sequence (P08912 whole entry, looked up): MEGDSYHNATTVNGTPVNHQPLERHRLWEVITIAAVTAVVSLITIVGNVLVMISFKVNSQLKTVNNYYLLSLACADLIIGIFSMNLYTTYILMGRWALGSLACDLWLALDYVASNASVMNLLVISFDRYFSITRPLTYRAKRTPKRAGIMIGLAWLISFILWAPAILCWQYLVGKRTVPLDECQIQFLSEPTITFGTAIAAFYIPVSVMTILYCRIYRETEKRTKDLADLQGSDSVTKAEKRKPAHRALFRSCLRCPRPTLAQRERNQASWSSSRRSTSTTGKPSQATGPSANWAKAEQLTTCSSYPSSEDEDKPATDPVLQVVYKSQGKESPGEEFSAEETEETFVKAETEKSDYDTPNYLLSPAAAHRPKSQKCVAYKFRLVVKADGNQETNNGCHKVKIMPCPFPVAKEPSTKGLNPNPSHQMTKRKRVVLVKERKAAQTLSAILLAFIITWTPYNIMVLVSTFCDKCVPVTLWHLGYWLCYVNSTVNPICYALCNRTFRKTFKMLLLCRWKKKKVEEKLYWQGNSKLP
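Assay system: CHO-K1 hM5 cells. Also added: acetylcholine at EC20 concentration, added after compound. Dosing: 3 µM, single dose. Times: compound preincubation 140 s before EC20 acetylcholine addition. Signal: Fluo-8 calcium fluorescence. Measure: % activation relative to EC20 and EC100 ACh responses. Repeats: singlicate, one well per test compound.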
CRFR2-BP antag: antagonists of CRF-binding protein/CRF-R2 receptor complex. HEK293 CRF-R2/CRF-BP, CRF-induced calcium fluorescence. inhibition, % at 11.8 µM. 0.59% of 350,000 active. AID 588475;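 active means inhibition of the ligand-induced calcium signal above about 50% at the single tested concentration, limit read from the data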
CHRM5 antagonist: CHRM5 antagonism in calcium assay | P08912 | inhibition, % at 3 µM | CHO-hM5 cells, Fluo-8 calcium fluorescence, ACh EC80 | 0.59% of 360,000 active;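 active means inhibition above a per-plate cutoff, the mean of that plate's test compounds plus 3 SD, cut at about 27% in these data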;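 further: 0% = acetylcholine EC80 with DMSO and 100% = DMSO without agonist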
M1 PAM parental: M1 PAM counterscreen hit in parental CHO-K1 cells; ATP EC20, Fluo-8 calcium fluorescence; 0% at ATP EC20, 100% at ATP max; activation, % at 3 µM; 0.02% of 360,000 active;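 active means activation above the run cutoff, the mean activation of all test compounds plus 3 SD, cut at about 40% in these data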;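 further: peak over basal fluorescence ratio in a 140 s read after ATP addition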
M5 ag: agonists of human muscarinic M5 receptor (CHRM5); CHO-K1 hM5 cells, Fluo-8 calcium fluorescence; 0% DMSO wells, 100% maximal acetylcholine response; AID 624037; activation, % at 3 µM; P08912; 0.19% of 360,000 active;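 active means activation above the run's mean over test compounds plus 3 SD, cut at about 23% in these data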;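 further: signal is peak over basal fluorescence ratio across the kinetic read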
The depositor's hits bear a star; x = no result given.

SMILES	TAAR1 antag	CRFBP-R2 agonist	M4 PAM	TAAR1 ag	CHRM5 PAM	CRFR2-BP antag	CHRM5 antagonist	M1 PAM parental	M5 ag
COc1ccccc1-c1nnc(SCC(=O)c2c(N)n(C3CC3)c(=O)[nH]c2=O)n1C	5	0.0	-3	0	1	14	1	10	1
COc1ccc(OCCCC(=O)Nc2cccc(C(C)=O)c2)cc1	7	-1.5	-6	2	-7	16	2	16	1
N#Cc1c(N2CCSCC2)nsc1-c1ccccc1Cl	1	0.6	-9	2	-10	4	6	11	-6
CC1Oc2ccccc2N(CC(=O)Nc2ccc(F)cc2)C1=O (stereo not drawn)	1	1.2	-1	0	-3	-4	8	23	2
Cc1cc(C(=O)N2CCC2(C)C(=O)NCc2cccc3ccccc23)nn1C (stereo not drawn)	-19	x	0	0	-8	x	4	-11	0
CCOc1ccc(-n2nc3c(=O)n(CCN4CCCCC4)nc(C)c3c2C)cc1	-3	6.1	-21	0	-2	-4	3	-12	-7
COc1cccc(OC)c1OCCOc1ccccc1OC(C)C	5	-3.6	4	9	-9	11	-13	18	-5
CCC(O)C(C)(C)C (stereo not drawn)	10	-0.1	7	0	1	-2	-9	9	3
Cc1ccc(S(=O)(=O)N2CCN(C(=O)CC(C)n3cncn3)CC2)cc1C (stereo not drawn)	-17	0.0	-3	-1	6	8	-2	22	-3
COCCNC(=O)c1ccc2c(c1)S(=O)(=O)c1ccccc1C2=O	8	1.2	-4	9	-2	0	19	-1	3
Cc1ccc(C(=O)Nc2nnc(C3=COCCO3)o2)cc1C	-6	-1.4	-3	2	-1	51*	8	7	-6
O=C1CCc2ccccc2N1Cc1ccccc1	13	-1.5	-9	-2	-1	-2	-2	6	-8
CC(C)N(C(=O)CSc1nnc(Cc2csc(Nc3ccccc3)n2)o1)C(C)C	-14	-3.3	-11	-3	-2	-13	1	13	2
O=C(CSc1nnc(-c2cccnc2)n1-c1ccccc1)N1CCN(c2ccc(F)cc2)CC1	-3	-0.8	-5	8	1	12	1	15	-7
CCOC(=O)c1ccc(NC(=O)CSc2nnc(-c3ccncc3)n2C)cc1	3	-1.3	-2	8	2	20	-3	18	-2
COc1ccc(Cl)cc1NS(=O)(=O)c1cc(Br)cnc1N	5	-2.9	-9	2	-1	3	1	-12	-2
O=C(O)CCn1cc(/C=C\C(=O)c2ccc(Cl)cc2)c(-c2cccc(Br)c2)n1	1	-1.0	2	-1	-3	15	-2	-13	-3
O=c1cc(CN2CCN(c3ccccc3F)CC2)c2cc3c(cc2o1)CCCC3	-14	0.8	2	12	-1	-2	7	13	-2
CCOC(=O)CC(NC(=O)CCc1c(C)nc2ncnn2c1C)c1ccc(C)cc1 (stereo not drawn)	-19	-1.0	4	1	2	-13	-4	21	-1
CCOC(=O)Cc1csc(NC(NC(=O)OCC)(C(F)(F)F)C(F)(F)F)n1	3	-0.9	3	11	-6	4	8	12	-5

CRFR2-BP antag, entries above that show a hit
structure	CRFBP-R2 agonist	M4 PAM	CHRM5 PAM	CRFR2-BP antag	CHRM5 antagonist	M5 ag
Cc1ccc(C(=O)Nc2nnc(C3=COCCO3)o2)cc1C	-1.4	-3	-1	51*	8	-6

Next part.
SMILES	TAAR1 antag	CRFBP-R2 agonist	M4 PAM	TAAR1 ag	CHRM5 PAM	CRFR2-BP antag	CHRM5 antagonist	M1 PAM parental	M5 ag
COc1ccc([N+](=O)[O-])cc1NC(=O)C(C)OC(=O)c1cccnc1Cl (stereo not drawn)	-13	0.5	13	2	11	-7	-9	8	1
CCOc1ccccc1C(=O)NC(C(=O)OCn1nnc2ccccc2c1=O)C(C)C (stereo not drawn)	-17	-1.6	3	0	-1	0	6	15	8
CCOC(=O)C1(C)CCN1C(=O)c1ccc(Cl)cc1Cl (stereo not drawn)	-2	x	6	0	1	x	7	-12	1
COc1cccc(C2C(C(=O)c3sc(C)nc3C)=C(O)C(=O)N2CCN2CCOCC2)c1OC (stereo not drawn)	11	0.3	0	-1	-1	10	1	-10	0
CCOc1cc(/C=N/Nc2nnc(C)n2N)ccc1O	-13	-1.6	2	4	-3	8	7	-7	-1
CCn1c(C)nnc1SCC(=O)Nc1nccs1	-29	-0.6	2	0	0	6	8	3	1
O=C(c1ccccc1)C1CN(c2ccccc2)CC1c1ccc(Cl)cc1 (stereo not drawn)	-18	0.1	4	-1	2	-22	-6	9	-1
N=C1SCC(=O)N1c1ncc(Cc2ccc(F)cc2)s1	15	-0.4	-8	0	-3	-4	12	12	1
Cc1cc2c(c(=O)n1CCN(C)C)C(c1ccc(Br)cc1)C(C#N)=C(N)O2 (stereo not drawn)	-11	-6.8	-4	0	1	11	-7	9	-2
COc1ccccc1NC(=S)N1CCN(Cc2ccccc2)CC1	-31	-0.8	7	4	-1	1	-1	20	-4
CCC(C)N1C(=O)c2ccccc2C1C(=O)NC1CCCCCC1 (stereo not drawn)	7	1.3	1	7	1	-39	4	23	2
S=c1[nH]nc(-c2ccccc2)n1/N=C/c1cccc(Cl)c1	10	-1.6	-2	3	5	15	-20	8	5
Cc1occc1C(=O)NNC(=S)Nc1ccccc1C(F)(F)F	-15	-0.4	0	7	-1	-5	4	24	0
Cc1ccccc1CN1CCN(Cc2cc3ccccc3o2)CC1CCO (stereo not drawn)	-12	-0.7	-4	2	-2	-7	8	6	-1
CC(C)Oc1ccc(C(=O)CCN2CCCCC2)cc1	15	-0.1	5	3	1	1	-1	-5	0
CCN(CC(=O)NC1CCS(=O)(=O)C1)c1ccc(S(=O)(=O)N(CC)CC)cc1[N+](=O)[O-] (stereo not drawn)	3	-0.5	0	0	9	3	-6	-4	-5
Cc1ccc(C(CC(=O)O)NC(=O)c2ccc(S(=O)(=O)N3CC(C)OC(C)C3)cc2)cc1 (stereo not drawn)	5	0.1	21	1	3	2	0	20	-3
CCOC(=O)C1(CCc2ccccc2)CCN(C(=O)CCc2cnccn2)CC1	-5	0.8	-8	2	-7	-8	7	12	-4
COc1ccc(NC(=O)c2ccc(CN3CCc4ccccc4C3)cc2)c(OC)c1	-13	3.1	-5	-2	-6	16	-2	2	-11
COc1ccc(C)cc1NC(=O)CCc1c(C)nn(-c2ccc(N3CCCCC3)nn2)c1C	50*	0.1	-5	8	-8	2	13	10	-2
CC(=O)Nc1ccc(NC(=O)C(C)OC(=O)/C=C/c2ccc3c(c2)OCO3)cc1 (stereo not drawn)	-11	-0.9	2	3	3	6	4	-8	2
Nc1nnc(CC(=O)N/N=C\c2cc([N+](=O)[O-])ccc2O)s1	7	2.3	10	3	3	-15	1	6	0
CCOC(=O)C1CCCN(S(=O)(=O)c2cccc3cccnc23)C1 (stereo not drawn)	-8	1.2	-7	9	-12	5	8	10	-4
CCNS(=O)(=O)c1ccc(C(=O)Nc2ccccc2)cc1	11	-0.3	-4	5	-5	2	0	18	1
Cc1ccc(N2C(=O)c3cccc([N+](=O)[O-])c3C2=O)cc1C	-3	-10	10	-1	6	19	-2	3	4
CN(CC(O)COC(c1ccccc1)c1ccccc1)C1CCCCC1 (stereo not drawn)	-22	5.5	-12	7	-4	-43	-6	15	-9
C=CCNc1nc(Nc2ccc([N+](=O)[O-])cc2)nc(N2CCCC2)n1	-10	-0.7	4	5	7	-61	-2	27	-3
CC(=O)Nc1ccc(NC(=O)C(C)OC(=O)C2CCC2)cc1 (stereo not drawn)	-1	-0.5	5	3	-2	-8	0	-18	3
O=C(/C=C/c1ccco1)N/C(=C\c1ccccc1)C(=O)NCCc1nc2ccccc2[nH]1	5	0.1	5	0	-4	2	-3	-3	0
CC#CCCCC(=O)Nc1ccccc1C(=O)O	-1	-0.2	4	1	6	63*	-6	16	0

Structures above that contain a CF3 group:
SMILES	TAAR1 antag	CRFBP-R2 agonist	M4 PAM	TAAR1 ag	CHRM5 PAM	CRFR2-BP antag	CHRM5 antagonist	M1 PAM parental	M5 ag
CCOC(=O)Cc1csc(NC(NC(=O)OCC)(C(F)(F)F)C(F)(F)F)n1	3	-0.9	3	11	-6	4	8	12	-5
Cc1occc1C(=O)NNC(=S)Nc1ccccc1C(F)(F)F	-15	-0.4	0	7	-1	-5	4	24	0

(further entries)
SMILES	TAAR1 antag	CRFBP-R2 agonist	M4 PAM	TAAR1 ag	CHRM5 PAM	CRFR2-BP antag	CHRM5 antagonist	M1 PAM parental	M5 ag
Cc1cc(S(=O)(=O)Nc2ccc(C(=O)NCCN3CCOCC3)cc2)ccc1F	8	-0.5	7	1	-3	0	5	5	-1
O=C(Nc1cccc2c1C(=O)NC2=O)c1cccc(N2C(=O)CCC2=O)c1	15	0.4	-3	3	3	6	6	12	1
COc1ccccc1C(=O)NNC(=O)C(=O)NCc1ccccc1	-4	0.3	5	0	2	-6	5	-7	-1
Cc1ccc(-n2c(C)nn(Cc3ccc([N+](=O)[O-])cc3)c2=O)cc1	-4	0.3	-14	3	-12	1	9	8	3
CCc1ccc(NC(=O)CSc2nnc(Cc3cccn3C)n2-c2ccc(OC)cc2)cc1	-18	-1.4	11	0	4	-1	-5	30	2
Nc1nc(-c2cc(O)ccc2[N+](=O)[O-])cc(-c2ccccc2)c1[N+](=O)[O-]	49*	2.8	-3	14	5	-13	4	12	1
